# TNF death inh = inhibitors of TNF-alpha induced necroptosis in Jurkat FADD-/- cells. Jurkat FADD-/- TNF necroptosis rescue, ATP luminescence, 24 h; 0 = TNF only, 100 = no-TNF cells. AID 463075. hit rate 0.068% among 220,000. activation (protection from cell death), % at 10 µM;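 active means activation, meaning protection from cell death, of at least 50% relative to plate controls; inactive means activation below 50%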;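 further: necroptosis triggered by 40 ng/mL TNF-alpha added together with compound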
# TRPML3 agonist = human mucolipin-3 channel agonism. Q8TDD5. HEK293 TRPML3-YFP, Fluo-8 calcium fluorescence; 100% = the carbachol control signal. activation, % at 3 µM. hit rate 0.29% among 220,000. AID 1448;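 active means activation above its plate's cutoff, the mean activation of the plate's test wells plus 3 SD, cut at about 12% in these data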;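 further: 0% = DMSO only wells and 100% = carbachol wells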
# Target sequence (Q8TDD5 whole entry, looked up): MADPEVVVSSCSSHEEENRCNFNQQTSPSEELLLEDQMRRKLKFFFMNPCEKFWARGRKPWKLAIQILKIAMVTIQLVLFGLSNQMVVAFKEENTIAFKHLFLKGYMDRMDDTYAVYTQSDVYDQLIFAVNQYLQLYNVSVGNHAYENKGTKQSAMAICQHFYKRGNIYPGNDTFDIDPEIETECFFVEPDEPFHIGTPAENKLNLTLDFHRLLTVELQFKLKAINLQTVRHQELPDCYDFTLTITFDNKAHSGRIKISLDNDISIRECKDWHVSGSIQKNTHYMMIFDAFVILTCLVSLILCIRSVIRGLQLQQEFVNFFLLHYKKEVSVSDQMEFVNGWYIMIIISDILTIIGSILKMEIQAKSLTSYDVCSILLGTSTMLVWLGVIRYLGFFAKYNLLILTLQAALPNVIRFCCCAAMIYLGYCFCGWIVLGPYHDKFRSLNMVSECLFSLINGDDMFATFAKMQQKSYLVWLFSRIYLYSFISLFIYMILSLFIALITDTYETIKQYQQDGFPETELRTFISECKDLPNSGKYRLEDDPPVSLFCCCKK
#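 Test system: HEK293 cells stably carrying human TRPML3-YFP; Doses: single dose, 3 µM final nominal compound, 0.3% DMSO final; Schedule: dye loading 1 h 37 °C then 30 min ambient, 125 s read; Technique: Fluo-8 calcium fluorescence; Benchmarks: high control carbachol 87 µM, low control DMSO.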
# Mdm2 ligase inh = inhibitors of human Mdm2 E3 ubiquitin ligase. Q00987. cell-based MDM2 ubiquitination luciferase reporter, 2 h; 0 = plate control, 100 = twice control, blank-subtracted. signal enhancement, % at 5 µM. hit rate 0.11% among 210,000. AID 1230;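 active means signal enhancement of 30% or more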;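 further: luminescence tracks abundance of the self-degrading MDM2-luciferase fusion protein; higher signal means inhibition of MDM2 E3 ligase activity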
#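 Test system: mammalian cells stably expressing self-ubiquitinating, self-degrading MDM2 E3–luciferase fusion; Amount: 2000 cells in each well; Medium: DMEM; Schedule: 4 h settle plus 2 h compound, 37 °C; Technique: SteadyLite luciferase luminescence after 15 min room-temperature reagent incubation; Benchmarks: plate control and blank wells.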
# TRPN1 ag = agonists of zebrafish TRPN1 channel. HEK293 zebrafish TRPN1-YFP, Fluo-8 calcium fluorescence; 100% = response to 87 µM carbachol. activation, % at 3 µM. hit rate 0.18% among 220,000;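 active means activation above its plate's cutoff, the mean activation of test wells on that plate plus 3 SD, cut at about 19% in these data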;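 further: 0% = DMSO alone and 100% = 87 µM carbachol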
#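 Material: zebrafish TRPN1-YFP in HEK293 cells. Doses: one dose of 3 µM, 0.3% DMSO. Incubation: dye 1 h 37 °C plus 30 min RT. Measured by: intracellular calcium fluorescence with Fluo-8.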
# p47phox inh = blocks human p47phox regulatory protein of NADPH oxidases; P14598; inhibition, % at 24.7 µM; p47phox/p22phox peptide binding, fluorescence polarization, 2 h; hit rate 0.53% among 220,000;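 active means inhibition above about 30%, limit read from the data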;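 further: 0% = p47phox with labelled peptide and 100% = labelled peptide alone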
# PPC-1+TRAIL kill = PPC-1 cancer cell killing with TRAIL present; hit rate 0.41% among 220,000; PPC-1 cells + TRAIL, ATPLite viability luminescence; cell killing (% activity), % at 4 µM; AID 1443;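 active means cell killing above 50% in the first pass at 4 µM, then a duplicate retest at 5 µM averaging 50% or more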;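 further: plate controls were cells with TRAIL plus DMSO for no effect and medium-only wells lacking cells for full effect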
# Runt-SMMHC FRET = blocks binding of human RUNX1 Runt domain to CBFb-SMMHC. AID 1434. Cerulean-Runt/Venus-CBFb-SMMHC FRET ratio 530/480, 1 h. inhibition, % at 20 µM. hit rate 0.74% among 220,000. Q01196+Q13951;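 active means mean inhibition across duplicate retests at 20 µM reaching about 50%, limit read from the data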;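 further: 0% = DMSO wells and 100% = wells with excess untagged CBFb-SMMHC; inhibitors lower the FRET ratio by blocking Runt binding to CBFb-SMMHC; some results filed as inactive read as strong as hits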
# CHOP inhibitor = blocks CHOP induction under ER stress | inhibition, % at 10 µM | hit rate 3.8% among 220,000 | AID 2732 | CHO-K1 CHOP-promoter luciferase, tunicamycin-induced, 15-18 h;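 active means compounds that reduced the stress-induced luciferase reporter signal by more than about 70% of percent inhibition, limit read from the data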;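 further: 0% = tunicamycin plus vehicle and 100% = wells without tunicamycin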
# EBV gp42 block = blocks Epstein-Barr virus glycoprotein 42 binding | AID 1085 | hit rate 0.42% among 220,000 | inhibition, % (tested at 21.74 µM) | Fluorescence polarization binding assay, mP read-out | Q1HVG2; in the data active means inhibition above about 50%
# Target sequence (Q1HVG2 whole entry, looked up): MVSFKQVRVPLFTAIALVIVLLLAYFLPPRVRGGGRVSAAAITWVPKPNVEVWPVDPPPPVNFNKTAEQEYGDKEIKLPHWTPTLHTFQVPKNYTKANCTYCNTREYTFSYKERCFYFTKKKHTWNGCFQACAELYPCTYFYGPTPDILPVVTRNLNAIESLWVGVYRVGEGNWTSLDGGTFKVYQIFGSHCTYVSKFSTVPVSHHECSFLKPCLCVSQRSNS
# An asterisk follows results filed as active; x = not tested or not shown.
# Values run as follows: TNF death inh, TRPML3 agonist, Mdm2 ligase inh, TRPN1 ag, p47phox inh, PPC-1+TRAIL kill, Runt-SMMHC FRET, CHOP inhibitor, EBV gp42 block
O=P(O)(CCc1ccccc1)C(O)c1ccccc1 (centres undefined)
→ -0.4, 1.0, 7, 0.6, -3, 14, 3, -18, -8
COc1ccc2c(CC(=O)OCC(=O)Nc3cc(C)c(C)cc3[N+](=O)[O-])coc2c1
→ 0.8, 1.0, -15, -1.6, -18, 9, -5, 22, 6
O=C(Nc1ccc(F)cc1)c1ccc(-n2ccnc2)nc1
→ -3.1, 1.3, -14, 1.6, -3, 18, 3, -13, -29
CC(=O)NC(Cc1ccccc1)C(=O)OCC(=O)c1ccc(Cl)cc1 (centres undefined)
→ 1.5, 0.0, 1, -1.1, -2, 19, 1, 26, -3
COC(=O)c1cc2c(C)nn(-c3ccccc3)c2s1
→ -3.0, -0.3, -10, -0.1, 6, 7, 0, -53, -7
CCN(CC(=O)NC(C)C)C(=O)[C@H](C)NC(=O)c1ccc(Br)cc1
→ -0.2, 0.3, -15, -0.2, -9, 7, 0, -2, -25
C=CCn1c(=O)c2ccccc2n2c(SCC(=O)N3CCCc4ccccc43)nnc12
→ 0.1, -0.2, -11, 0.1, -6, -8, 1, 20, -3
COc1ccc(CNC(=O)CSc2ccc(Br)cc2)cc1OC
→ 1.0, -0.2, -8, 1.2, -11, 18, -6, 9, -6
S=c1[nH]ncn1-c1ccccn1
→ -1.8, 0.4, -5, -0.6, -8, 6, 5, 27, -3
CC(Oc1cccc(F)c1)C(=O)/C=C\N(C)C (centres undefined)
→ -2.3, 1.3, -8, 3.2, 3, 21, -7, 0, -25
O=C(NNC(=O)c1c(F)cccc1F)c1ccccc1-n1cccc1
→ 0.6, 0.7, -1, 1.4, 4, 12, 1, 14, 3
Cc1cc2c(c(=O)o1)C1(C(=O)N(C)c3ccccc31)C(C#N)=C(N)O2 (centres undefined)
→ 0.5, 1.1, -33, -0.4, 0, 6, -7, 7, -3
Cc1nn(C)cc1C(C(=O)NC1CCCCC1)N(CCc1ccccc1)C(=O)c1cnccn1 (centres undefined)
→ 0.8, 0.7, -7, 2.1, -1, 2, -1, -10, -29
CN(Cc1ccccc1)c1ccc2nnc(-c3ccccc3)n2n1
→ -2.7, -1.0, x, -0.5, -4, -7, 0, 51, 9
Cc1ccc(S(=O)(=O)N2CCOCC2)cc1C(=O)Nc1ccccn1
→ -0.8, 0.4, 21, -0.3, -22, 4, 1, 27, -4
CCOc1ncccc1C(=O)OCc1ccccc1
→ 1.0, -0.7, -5, -2.4, -8, 40, -3, -3, -11
Cc1c(C(=O)NC(=S)Nc2ccc(N3CCOCC3)cc2)cccc1[N+](=O)[O-]
→ 1.0, 1.4, -3, -0.1, -6, 0, 5, 23, -13
Cc1ccc(N(O)C(=O)OCCNC(=O)Nc2ccccc2)cc1
→ 0.8, 0.2, -5, -0.5, -4, 9, 0, 12, -10
COc1ccc(C(=O)CCN2CCCCCC2)cc1
→ -0.2, 0.7, -13, 1.1, 7, 5, 4, 64, -2
COc1cc(C=O)ccc1OCc1ccccc1Br
→ -2.9, -1.3, -1, -3.5, -16, 8, 1, -3, -7
Cc1cc(C)nc(/N=C2\NC(=O)CC(C(=O)O)N2c2ccc(Cl)cc2)n1 (centres undefined)
→ 0.3, 0.7, -13, 0.3, -14, 7, 0, -29, 1
CSc1nc(Oc2ccc(F)cc2F)cc(C(F)(F)F)n1
→ -6.2, 1.0, -10, 2.1, -5, 10, 1, 61, -16
COc1cc(/C=C/C(=O)OCC(=O)N2CC(=O)Nc3ccccc32)ccc1O
→ -0.4, 1.1, x, 3.5, -12, -7, 7, 16, -14
COc1cc(S(=O)(=O)Nc2ccccn2)ccc1F
→ 0.4, 0.7, 2, -0.4, 2, 11, -3, 10, -5
Cc1ccc(CCNC(=O)C2CCCN(S(=O)(=O)c3c(C)nn(C)c3C)C2)cc1 (centres undefined)
→ -0.3, -0.1, -8, -0.5, 10, 4, -2, 16, -7
CC1(C)CC(=O)c2cnc(NC(=O)CSc3nc4ccccc4o3)nc2C1
→ 1.6, 0.7, 2, 0.6, -2, 21, 5, -1, -5
CCOC(=O)N1CCN(Cc2nc3c(c(=O)n(C)c(=O)n3C)n2Cc2cccc(C)c2)CC1
→ -1.7, -0.4, 0, 0.2, -13, 20, -8, 20, -7
COCCN1Cc2cccc(C(=O)NCc3ccccn3)c2C1=O
→ 0.5, 0.4, -25, 0.5, -12, -16, -1, 12, -7
COCCCNC(=O)c1ccc2c(=O)n(Cc3ccc4c(c3)OCO4)c(=S)[nH]c2c1
→ -0.8, -0.1, -17, -0.6, 3, -6, -3, 54, -12
Cc1oc(-c2cccc(F)c2)nc1CN1CCCCC1CCn1cccn1 (centres undefined)
→ 1.2, -0.6, -3, 0.9, -11, 2, 4, 1, 2
Cc1ccc(-c2nn(C)c(=O)c3ccccc23)cc1S(=O)(=O)NCCO
→ -4.3, -0.6, -8, 0.6, -49, 5, -5, -4, -15
CCOC(=O)c1c(OCC)[nH]c2ccc(O)cc12
→ -0.4, 1.0, -29, 0.7, 24, -12, 1, 72*, 0
COc1ccc(NC(=O)c2cc(-c3ccccc3)nc3c2c(C)nn3-c2ccccc2)c(OC)c1
→ 1.3, 0.7, -9, 0.9, -6, 16, 2, 31, -4
Cc1cc(NC(=O)CSc2nnc(-c3ccco3)n2Cc2ccccc2)no1
→ 0.4, 0.2, -1, -0.2, 12, -1, -2, 3, -18
Cc1cc(C(=O)NCc2cccs2)n(-c2ccccc2)n1
→ 0.4, -1.2, -11, 0.1, -18, -6, -2, 6, -6
O=C(NC1CCCCC1)C(c1cccs1)N(Cc1cccs1)C(=O)c1ccco1 (centres undefined)
→ -0.5, -1.4, -3, -1.3, -75, 3, 4, -11, -10
COc1ccc(C(=O)N2CCOC2CNC(=O)C(=O)NCc2ccco2)cc1 (centres undefined)
→ -0.5, 1.0, -22, 0.4, -10, 3, -5, 7, -3
O=C(COC(=O)c1cc([N+](=O)[O-])ccc1NCc1ccccc1)NCc1ccccc1Cl
→ 0.4, -0.3, -5, -0.8, -11, 24, 7, -11, -17
O=c1c2cc(Cl)ccc2nc(-c2ccccc2Cl)n1O
→ 0.5, -0.4, -3, -0.1, -14, -24, 2, 7, -11
Cc1ccc([N+](=O)[O-])c(OCCCN2CCCCCC2)c1
→ 1.6, 0.8, -13, -0.6, 2, 11, -6, 15, 2

# Compounds above that have a thiophene ring, fused or not:
# Values run as follows: TNF death inh, TRPML3 agonist, Mdm2 ligase inh, TRPN1 ag, p47phox inh, PPC-1+TRAIL kill, Runt-SMMHC FRET, CHOP inhibitor, EBV gp42 block
COC(=O)c1cc2c(C)nn(-c3ccccc3)c2s1
→ -3.0, -0.3, -10, -0.1, 6, 7, 0, -53, -7
Cc1cc(C(=O)NCc2cccs2)n(-c2ccccc2)n1
→ 0.4, -1.2, -11, 0.1, -18, -6, -2, 6, -6
O=C(NC1CCCCC1)C(c1cccs1)N(Cc1cccs1)C(=O)c1ccco1 (centres undefined)
→ -0.5, -1.4, -3, -1.3, -75, 3, 4, -11, -10

# Further compounds follow:
# Values run as follows: TNF death inh, TRPML3 agonist, Mdm2 ligase inh, TRPN1 ag, p47phox inh, PPC-1+TRAIL kill, Runt-SMMHC FRET, CHOP inhibitor, EBV gp42 block
CC(C)c1ccc(NC(=S)NN(c2ccccc2)c2ccccc2)cc1
→ 0.9, -0.1, 5, -0.4, -18, 24, 1, 41, -3
COc1ccccc1Oc1coc2c(CN(C)C)c(O)ccc2c1=O
→ -0.7, 0.8, -12, 2.1, -6, -4, 4, 16, -17
COC(=O)NC1CSCC1OC(=O)CN1C(=O)c2ccccc2C1=O (centres undefined)
→ 1.3, 0.7, -6, 1.1, -6, 9, -23, 6, -20
COn1c(=O)c(=O)n(OC)c2ccccc21
→ -1.3, -0.2, 3, 0.8, 4, 9, 2, -2, -14
COc1ccc(-n2c(O)c(/C=N/NS(=O)(=O)c3cccc([N+](=O)[O-])c3)c3ccccc3c2=O)cc1OC
→ -1.3, 0.8, -5, 1.2, -126, 14, -3, 8, -20
Cc1cc(OCC(=O)C(C)(C)C)c2c(C)c(C)c(=O)oc2c1
→ 1.1, -1.7, 9, -0.5, -10, 4, 0, 25, -2
CCOCCSc1nc2c(c(=O)[nH]c(=O)n2C)n1CCCc1ccccc1
→ -2.4, 0.5, -3, 0.5, 5, -10, -30, -7, 3
CCS(=O)(=O)c1ccc(C(=O)Nc2ccccc2)c(Cl)c1Cl
→ -4.8, 2.2, -16, 4.1, -5, 6, -1, 10, -4
Cc1cc(Cl)c(S(=O)(=O)N2CCCCCC2)cc1OCC(=O)NC1CCCCC1
→ -8.9, 6.9, -8, 3.2, -9, 10, 2, 92*, 3
COc1ccccc1N1C(=O)N(C(C)=O)C2C1Nc1ccccc1N2C (centres undefined)
→ -5.4, 1.1, 1, 1.9, -1, -6, -44, -17, -15

# Overlap with the part before: two compounds, followed by the next part.
# Values run as follows: TNF death inh, TRPML3 agonist, Mdm2 ligase inh, TRPN1 ag, p47phox inh, PPC-1+TRAIL kill, Runt-SMMHC FRET, CHOP inhibitor, EBV gp42 block
Cc1cc(Cl)c(S(=O)(=O)N2CCCCCC2)cc1OCC(=O)NC1CCCCC1
→ -8.9, 6.9, -8, 3.2, -9, 10, 2, 92*, 3
COc1ccccc1N1C(=O)N(C(C)=O)C2C1Nc1ccccc1N2C (centres undefined)
→ -5.4, 1.1, 1, 1.9, -1, -6, -44, -17, -15
CCCCNC(=O)Nc1ccon1
→ -1.9, 0.2, -45, 0.8, -14, -10, 0, -13, -18
CSc1ccccc1NC(=O)c1cc(-c2cccs2)on1
→ -0.3, 1.1, -7, 0.1, -9, 13, -2, -40, -22
CC12CCC(C(=O)NCCN3CCCCC3)(CC1=O)C2(C)C (centres undefined)
→ -1.2, -0.2, 0, -0.2, 5, 2, -6, -22, -14
COC(=O)c1cccnc1NC(=S)NNC(=O)c1ccccc1
→ -0.2, 1.6, -21, 0.6, -8, -25, 0, -4, -19
N=c1sccn1CC(=O)NCCc1ccc(Cl)cc1Cl
→ 3.7, 0.0, -16, -1.4, -10, 19, 2, 7, -5
COC(=O)c1ccc(CSc2nc3c(c(=O)n2-c2ccc(F)cc2)SCC3)o1
→ -3.2, -0.4, -1, -1.4, 1, 8, 0, 13, 3
NC(=O)C[n+]1ccc(/C=N/O)cc1
→ 2.1, 0.9, -4, -1.3, 4, 5, 0, 19, -13
NS(=O)(=O)c1ccc(CCNC(=O)CSc2ncnc3ccccc23)cc1
→ 1.3, 1.4, -5, 0.6, -1, 19, -4, 5, -11
Cc1ccc(SCCNC(=O)C(C)C)cc1
→ -1.6, 0.1, 16, 0.3, -15, 47, 0, 21, -17
CCc1c(O)nc(SCC(=O)Nc2nc3ccccc3s2)n(-c2ccccc2)c1=O
→ 3.7, 1.4, -4, 2.8, -26, 4, 3, -2, -2

# Compound activity: PubChem, several laboratories

# This is a random part of the collection. About 5.9% of those tested had a hit in this group.
